# DDE Tn6 FP inh: inhibitors of Tn6 peptide binding to fibrin DD(E), primary screen, biochemical, fluorescence polarization, human fibrin, Tn6 probe. Fibrinogen beta chain (Homo sapiens), P02675. Fibrin DD(E) TRITC-Tn6 fluorescence polarization displacement. inhibition, % at 8.3 µM. 370,000 compounds, 0.21% hits. AID 720509, 2013;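 active means inhibition above a per-campaign cutoff: mean of compounds within control limits plus 3 SD, cut at about 15% in these data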;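 further: 0% = median of all compound wells on the plate and 100% = blocking peptide control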
# Tn7 DDE FP: inhibitors of Tn7 peptide binding to fibrin DD(E), primary screen, biochemical, fluorescence polarization, human fibrin, Tn7 probe; FP displacement of FITC-Tn7 peptide from fibrin DD(E); 0% = median of compound wells per plate; inhibition, % at 8.3 µM; 370,000 compounds, 0.13% hits; AID 720508, 2013;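 active means inhibition above the mean of compounds falling within the control limits plus 3 SD of them, cut at about 14% in these data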;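 further: 0% = plate median of compound wells and 100% = 10 µM Aha-Tn7 peptide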
#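 Assay system: Human clot-derived fibrin DD(E) complex | Buffer or medium: Tris/NaCl/CaCl2 buffer, pH 7.8 | Repeats: One replicate per compound | Benchmarks: Aha-Tn7 high control | Measure: % inhibition scaled between sample-field median and high-control FP | Schedule: 10 min plus 3 h, room temperature | Signal: Fluorescence polarization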
# UHRF1 MBD2 ctr: UHRF1 methylated DNA binding inhibitors, primary screen, counter-screen for MBD2 inhibitor project, biochemical, TR-FRET, human UHRF1, single concentration; inhibition, % at 4.4 µM; UHRF1 binding to methylated oligo; 370,000 compounds, 0.75% hits; E3 ubiquitin-protein ligase UHRF1 (Homo sapiens), Q96T88; in the data active means inhibition above about 21%;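 further: UHRF1 SRA domain binding a hemimethylated CpG hairpin DNA probe; 0% = median of test compound wells and 100% = reference inhibitor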
# MBD2 inh: inhibitors of MBD2 binding to methylated DNA, primary screen, biochemical, TR-FRET, DNA-binding domain, human; Methyl-CpG-binding domain protein 2 (Homo sapiens), Q9UBB5; MBD2 binding to methylated oligonucleotide; inhibition, % at 4.4 µM; 370,000 compounds, 0.31% hits; AID 686964, 2013; in the data active means inhibition above about 13%
# Target sequence (Q9UBB5 whole entry, looked up, the tested form may be a part): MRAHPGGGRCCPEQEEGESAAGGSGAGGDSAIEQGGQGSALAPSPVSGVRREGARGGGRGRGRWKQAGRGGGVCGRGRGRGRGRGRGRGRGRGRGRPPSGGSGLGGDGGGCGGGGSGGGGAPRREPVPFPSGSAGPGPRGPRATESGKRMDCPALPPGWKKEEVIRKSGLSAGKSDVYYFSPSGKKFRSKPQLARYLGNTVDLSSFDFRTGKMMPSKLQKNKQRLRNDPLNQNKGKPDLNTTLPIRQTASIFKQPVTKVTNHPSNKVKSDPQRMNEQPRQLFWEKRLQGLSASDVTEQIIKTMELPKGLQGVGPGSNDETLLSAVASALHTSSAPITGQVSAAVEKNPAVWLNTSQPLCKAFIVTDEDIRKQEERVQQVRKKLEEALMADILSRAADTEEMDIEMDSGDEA
# LEDGF integ inh: blockers of LEDGF/p75-dependent integrase strand transfer – biochemical, TR-FRET, high throughput, primary screen. TR-FRET IN-LEDGF/p75 DNA integration, Eu/Cy5. 370,000 compounds, 0.64% hits. HIV-1 integrase (with human LEDGF/p75). AID 743269, 2014. inhibition, % at 3.7 µM;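 active means inhibition above the screen-wide mean plus 3 SD, cut at about 13% in these data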;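 further: signal is the Cy5 over europium emission ratio at 671 and 618 nm; 0% = plate median of compound wells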
# TCR CD3 inh: inhibitors of human TCR-CD3 interaction, primary screen, biochemical, fluorescence, TAMRA-labeled TCR probe. AID 651800, 2012. 360,000 compounds, 0.37% hits. T-cell receptor (TCR). inhibition, % at 9.4 µM; in the data active means inhibition above about 19%;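 further: recombinant mutant TCR 2C K166C tagged with TAMRA read by polarization; 0% = receptor in buffer alone and 100% = receptor with positive control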
# KLK7 zymogen act: proKLK7 zymogen activators, primary screen, biochemical, fluorescence intensity | purified proKLK7, EDANS-DABCYL substrate fluorescence; 100% is mature enzyme control, 0% vehicle | activation, % at 7 µM | 370,000 compounds, 0.9% hits | AID 652039, 2013;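 active means activation above the mean of all tested compounds plus 3 SD, computed per campaign excluding outliers beyond control limits, cut at about 13% in these data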
# SIAE primary: human SIAE inhibitors, primary screen, biochemical, fluorescence polarization, FP-Rh probe, 1536-well HTS; SIAE FP-Rh probe binding; inhibition, % at 9.66 µM; 370,000 compounds, 0.69% hits; AID 1053197, 2014;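 active means inhibition above a cutoff: mean of compounds within the control limits plus 3 SD of those, cut at about 17% in these data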;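 further: 0% = plate median of compound wells and 100% = probe without SIAE protein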
# Target sequence (Q9HAT2 whole entry, looked up): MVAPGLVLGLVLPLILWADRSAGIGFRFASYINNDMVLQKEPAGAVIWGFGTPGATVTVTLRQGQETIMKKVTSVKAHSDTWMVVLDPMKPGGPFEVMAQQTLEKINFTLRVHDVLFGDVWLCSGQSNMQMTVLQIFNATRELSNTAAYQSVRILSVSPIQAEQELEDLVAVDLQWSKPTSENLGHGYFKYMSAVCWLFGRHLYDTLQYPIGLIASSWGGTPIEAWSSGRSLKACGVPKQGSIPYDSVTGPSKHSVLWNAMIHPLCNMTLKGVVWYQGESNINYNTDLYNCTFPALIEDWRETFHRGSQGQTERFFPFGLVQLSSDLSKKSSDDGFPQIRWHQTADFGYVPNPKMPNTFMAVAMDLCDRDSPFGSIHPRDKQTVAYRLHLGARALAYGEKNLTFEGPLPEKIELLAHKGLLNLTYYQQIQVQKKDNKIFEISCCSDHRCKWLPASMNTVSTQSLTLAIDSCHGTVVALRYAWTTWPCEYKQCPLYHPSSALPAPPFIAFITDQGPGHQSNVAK
# PRMT1 inh: PRMT1 methyltransferase inhibitors, primary screen, biochemical, fluorescence polarization | Protein arginine N-methyltransferase 1 (Homo sapiens), Q99873 | recombinant PRMT1, activity-based probe fluorescence polarization | inhibition, % at 2.79 µM | 370,000 compounds, 1.3% hits | AID 652257, 2013;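 active means inhibition above about 21% made by adding two undisclosed values, limit read from the data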
# TDP2 inh: human TDP2 enzyme inhibitors, primary screen, biochemical, epi absorbance, recombinant enzyme. inhibition, % at 12.8 µM. T5PNP hydrolysis, p-nitrophenol absorbance 415 nm. 370,000 compounds, 0.34% hits. Tyrosyl-DNA phosphodiesterase 2 (Homo sapiens), O95551;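 active means inhibition above the mean of all tested compounds plus 3 SD, set per campaign, cut at about 25% in these data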;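 further: 0% = DMSO with enzyme and 100% = buffer with substrate but no TDP2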
#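 System: recombinant human TDP2 / Amount: 120 nM TDP2 per well / Also added: 5 mM T5PNP chromogenic substrate / Doses: 12.8 µM single point, 1% DMSO / Incubation: 2 h at 37 °C / Detection: p-Nitrophenol epi absorbance / Evaluation: % inhibition relative to enzyme-containing and enzyme-free wells / Repeats: singlicate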
# * hit, by the source's call; x = not tested or not shown.
SMILES,DDE Tn6 FP inh,Tn7 DDE FP,UHRF1 MBD2 ctr,MBD2 inh,LEDGF integ inh,TCR CD3 inh,KLK7 zymogen act,SIAE primary,PRMT1 inh,TDP2 inh
COc1ccccc1CNC(=O)C[C@H]1CC[C@H]2[C@@H](COc3ccc(NC(=O)Nc4ccccc4)cc3C(=O)N2C)O1,-7.3,-2.0,-0.6,2.0,0.4,x,0.0,5.0,-2.6,1.1
Cc1nn2cc(-c3cccc(Cl)c3)cnc2c1Cl,-4.3,3.0,-0.6,-1.7,-2.3,2.7,0.1,7.4,-2.2,8.7
O=C(C1CCC1)N1CCN(c2cccc(C(F)(F)F)c2)CC1,-6.8,-2.5,-1.0,4.8,0.9,1.1,0.0,-3.6,1.2,-8.4
CC(=O)c1ccc(N2CCN(C(=O)c3ccc4ccccc4n3)CC2)cc1,0.1,-11.1,1.0,1.1,1.5,-0.8,0.2,-1.1,-4.7,-3.7
CCN(C(=O)c1cccc(NC(=O)c2ccccc2)c1)C1CCCCC1,-4.6,-4.6,4.7,-4.0,-8.5,-1.7,0.8,0.3,-1.3,-11.3
CC1CCN(C2CCN(S(=O)(=O)c3ccc(F)cc3)CC2)CC1,4.9,-2.9,-0.8,-3.9,1.8,5.3,0.5,1.0,-0.7,-2.9
O=C(CSc1nnc(Cc2ccccc2)o1)Nc1ccc(Br)cn1,-6.3,-10.2,0.0,-1.3,0.7,5.8,-0.3,0.6,2.0,-3.4
COc1ccc(S(=O)(=O)N(C)CC(=O)NCc2cccnc2)cc1,6.6,-12.8,1.4,3.5,1.2,5.7,-0.2,5.0,-1.0,-2.9
Cc1noc(C)c1CSc1nc2ccccc2[nH]1,2.6,-6.0,4.9,-2.5,6.3,-8.1,0.1,0.0,-0.9,-19.2
O=C(COC(=O)CN1C(=O)c2cccc([N+](=O)[O-])c2C1=O)NC1CCS(=O)(=O)C1 (centres undefined),1.7,5.8,-2.7,-5.0,-0.6,10.1,0.0,2.1,-2.3,1.6
Cc1ccc(-c2[nH]c(-c3ccc(Cl)cc3)nc2SCC(=O)NCC2CCCO2)cc1 (centres undefined),-5.4,-4.3,-2.8,-2.0,6.3,0.2,-0.7,11.9,-5.2,-1.5
C[C@@H](c1ccccc1)N1C[C@H](COCc2ccccc2)Oc2cc(N3CC[C@H](N(C)C)C3)ccc2S1(=O)=O,-0.6,4.5,-0.6,2.1,-1.6,4.8,-0.3,5.5,0.6,0.2
CC1(C(=O)NCc2ccccc2)CSCC(=O)N1CCOc1ccccc1 (centres undefined),5.9,2.0,-3.6,-4.4,-3.8,11.9,-0.7,4.0,0.5,-4.9
CC1(C)C(O)=C(c2nc3ccccc3[nH]2)C(=N)N1c1ccccc1,9.4,1.7,-5.0,-1.7,-2.6,1.1,-1.4,-4.1,0.2,-0.4
Cc1ccc(CCC2C3=C(CCCC3=O)OC3=C2C(=O)CCC3)cc1,-7.5,-0.1,5.4,6.4,-0.2,-6.1,0.4,-5.4,0.7,-12.3
CC1CCCCC1NC(=O)CCCc1nc2ccccc2c(=O)[nH]1 (centres undefined),2.6,8.9,-3.6,-6.0,0.2,4.2,0.8,1.3,-1.9,6.3
Cc1cc(Br)cn2c(Cc3ccccc3)c(C3CCCCC3)nc12,6.5,4.5,9.3,-2.5,5.2,3.3,0.1,6.6,-2.9,9.2
O=C(NCC1CC1(Cl)Cl)Nc1ccc(Cl)c(Cl)c1 (centres undefined),5.0,7.5,0.2,2.0,0.8,4.7,0.3,-33.0,-3.8,-11.5
CC1CC(=O)Nc2ccccc2S1(=O)=O (centres undefined),7.9,-0.8,3.2,4.4,2.8,-0.9,-0.2,-0.7,0.2,-2.2
CCOC(=O)Cn1cc(/C=N/NC(=O)c2cc3ccccc3o2)c2ccccc21,-1.1,7.1,-0.3,-3.8,4.1,2.0,1.5,-0.9,-9.4,-19.6
Cc1cc(C(=O)CCC(=O)Nc2ccc(C(N)=O)cc2)c(C)s1,-7.2,2.6,0.1,5.9,5.9,-2.5,0.3,7.4,-1.8,-5.3
O=C(Nc1cccc(-c2nc3cccnc3s2)c1)c1cccnc1Cl,3.7,-3.7,3.1,1.1,-3.6,-0.6,0.3,-13.5,3.1,2.8
CCn1c(NCc2ccco2)nc2ccccc21,-0.3,-3.3,-2.3,-2.6,2.8,3.6,-0.1,6.3,0.2,3.5
NNC(=O)c1cccc(Cn2cc(Br)c([N+](=O)[O-])n2)c1,1.0,1.9,-1.1,2.1,-1.0,-13.7,-0.4,-13.0,3.6,-0.2
CCOC(=O)c1c(O)c2ccccc2oc1=O,-1.8,-5.9,0.8,0.4,2.6,-8.2,-0.2,-3.0,-3.9,-20.9

# One compound at a time, from the list above. Order of screens: DDE Tn6 FP inh, Tn7 DDE FP, UHRF1 MBD2 ctr, MBD2 inh, LEDGF integ inh, TCR CD3 inh, KLK7 zymogen act, SIAE primary, PRMT1 inh, TDP2 inh
# `O=C(C1CCC1)N1CCN(c2cccc(C(F)(F)F)c2)CC1` as listed: -6.8, -2.5, -1.0, 4.8, 0.9, 1.1, 0.0, -3.6, 1.2, -8.4
# `Cc1cc(C(=O)CCC(=O)Nc2ccc(C(N)=O)cc2)c(C)s1` as listed: -7.2, 2.6, 0.1, 5.9, 5.9, -2.5, 0.3, 7.4, -1.8, -5.3

# Quoted from the listing.
# O=C(COC(=O)CN1C(=O)c2cccc([N+](=O)[O-])c2C1=O)NC1CCS(=O)(=O)C1 (centres undefined) in SIAE primary = 2.1
# CCN(C(=O)c1cccc(NC(=O)c2ccccc2)c1)C1CCCCC1 in DDE Tn6 FP inh = -4.6
# COc1ccccc1CNC(=O)C[C@H]1CC[C@H]2[C@@H](COc3ccc(NC(=O)Nc4ccccc4)cc3C(=O)N2C)O1 in KLK7 zymogen act = 0.0
# O=C(C1CCC1)N1CCN(c2cccc(C(F)(F)F)c2)CC1 in UHRF1 MBD2 ctr = -1.0

# Next structures follow.
SMILES,DDE Tn6 FP inh,Tn7 DDE FP,UHRF1 MBD2 ctr,MBD2 inh,LEDGF integ inh,TCR CD3 inh,KLK7 zymogen act,SIAE primary,PRMT1 inh,TDP2 inh
COc1ccc(-c2ccc(C#N)c(SCC(=O)OCc3ccccc3)n2)cc1OC,-6.4,0.5,-0.4,0.5,1.5,-7.2,-73.9,-14.5,2.4,0.9
CCOC(=O)N1CCN(C(=O)C(=O)c2cn(CC(=O)N3CCCCCC3)c3ccccc23)CC1,-1.0,7.0,0.7,2.1,-4.5,-12.1,-0.1,-2.0,2.4,-2.4
O=C(CCn1c(=S)[nH]c2ccccc2c1=O)N1CCOCC1,0.8,6.2,4.2,-2.7,-0.9,-7.8,-0.8,1.0,4.9,0.8
COCOCCn1cc(CN2CCS(=O)(=O)N(Cc3ccc(-c4cccc(CO)c4)cc3)C(C)C2=O)nn1 (centres undefined),-5.0,-7.4,-1.7,-6.4,1.6,2.1,-0.3,-4.8,-1.2,5.3
COc1ccc(COC(=O)c2ccc(Cl)c(S(=O)(=O)N3CC(C)OC(C)C3)c2)cc1 (centres undefined),4.9,9.9,0.9,-0.9,2.9,-3.8,0.0,-5.9,-2.2,-3.4
CC(=O)N/C(=C\c1ccccc1)C(=O)OCC(=O)NC(C)C12CC3CC(CC(C3)C1)C2 (centres undefined),5.4,-0.1,2.6,4.7,-1.9,-4.8,-0.1,0.8,-0.1,1.8
CC(=O)c1ccc(Nc2cc(C)nc3c(C)cccc23)cc1,3.3,12.2,-1.4,3.4,0.2,4.4,-0.9,1.2,-2.6,3.0
CC(C)N(C(=O)CSc1nc2ccccc2c(=O)[nH]1)C(C)C,3.4,9.3,0.6,5.1,-0.7,1.1,-0.4,-2.3,-2.6,4.7
Clc1ccsc1-c1csc(-c2cccnc2)n1,-1.8,-2.6,-4.9,5.3,1.7,2.1,-0.1,-12.3,-3.2,-3.5
CCOC(=O)C1(CCOc2ccccc2)CCN(Cc2cnc(SC)nc2)CC1,-3.7,3.9,4.4,3.1,-5.2,-2.9,-0.3,-1.4,3.0,-6.4
COc1ccc(CCNC(=O)CC2SC(=NCCc3ccccc3)NC2=O)cc1OC (centres undefined),0.8,1.6,-1.5,-4.3,0.6,-5.0,1.2,3.8,5.8,5.8
CCOc1cc(C)nc(N2CCN(C3CCCCC3)CC2)n1,-7.0,-2.8,0.1,-0.9,-0.6,2.4,0.3,0.6,2.7,8.2
O=C(COC(=O)/C=C/c1ccc(OC(F)F)cc1)NCCN1C(=O)CSC1=O,-6.8,3.4,-3.5,2.6,4.2,7.9,-0.2,-3.5,-2.3,7.6
Nc1[nH]ncc1N=Nc1ccc(Cl)cc1,5.2,5.5,-5.7,0.1,0.9,-1.3,0.4,10.5,-3.9,4.7
CCc1cc(C(=O)N2CCCC(CCC(=O)N3CCN(c4ccccn4)CC3)C2)no1 (centres undefined),-10.2,-3.1,-1.1,-3.6,3.6,-7.9,-0.5,0.8,-2.5,-12.6
Cc1ccccc1C(=O)Nc1ccccc1C(=O)N/N=C\c1ccco1,-6.7,-4.3,-0.3,3.5,-0.8,0.5,-0.3,0.8,-0.6,-6.4
CN(NC(=O)COc1ccccc1)c1ccccc1,-6.4,1.2,-1.0,-2.4,6.0,-1.8,0.2,1.8,-2.2,1.1
CCOC(=O)/C(=C/c1c(C)n(C)c2ccc([N+](=O)[O-])cc12)C(C)=O,5.9,5.6,4.8,5.7,-0.3,-4.6,0.1,-2.2,-0.1,9.5
CCOC(=O)C1=CN(Cc2ccco2)S(=O)(=O)N(C)C1c1cccc(OC)c1 (centres undefined),2.6,1.1,0.0,-0.3,5.1,0.5,0.4,-4.0,2.2,-7.7
COc1ccc2[nH]c(=O)c(CN(Cc3ccccc3)C(=S)NCC3CCCO3)cc2c1 (centres undefined),0.4,5.5,1.7,-6.5,-2.3,6.4,-0.4,-4.5,12.0,6.9
CCCCOc1ccc(C(=O)NCC(=O)N2CC=C(c3ccccc3)CC2)cc1,-4.8,-3.4,-0.3,5.5,-0.7,-3.1,0.2,-8.9,-1.3,7.4
CCOC(=O)c1c(C)[nH]c(C(=O)CC(=O)OC)c1C,3.7,1.0,-1.1,4.5,0.0,1.7,-0.4,1.2,2.5,-4.8
O=C(N/N=C/c1ccc(F)cc1)c1ccc(Br)cc1,-4.3,-2.3,4.4,-1.4,4.3,4.6,-0.2,0.8,-0.6,-2.0

# Rows were taken by chance; about 4.6% have a hit in one of these screens.
